RGS8-Gao reg = regulators of human RGS8-Galphao interaction; P09471; multiplexed bead flow cytometry, RGS8-Galphao binding; actives lie on both sides; response (percent of control binding), % at 10 µM; 220,000 tested, 0.34% active; in the data active = response below about 60% or above about 140%; inactive = in between;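 note: Galphao activated as the GDP aluminium fluoride complex binding bead-coupled RGS8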
Target sequence (P09471 whole entry, looked up): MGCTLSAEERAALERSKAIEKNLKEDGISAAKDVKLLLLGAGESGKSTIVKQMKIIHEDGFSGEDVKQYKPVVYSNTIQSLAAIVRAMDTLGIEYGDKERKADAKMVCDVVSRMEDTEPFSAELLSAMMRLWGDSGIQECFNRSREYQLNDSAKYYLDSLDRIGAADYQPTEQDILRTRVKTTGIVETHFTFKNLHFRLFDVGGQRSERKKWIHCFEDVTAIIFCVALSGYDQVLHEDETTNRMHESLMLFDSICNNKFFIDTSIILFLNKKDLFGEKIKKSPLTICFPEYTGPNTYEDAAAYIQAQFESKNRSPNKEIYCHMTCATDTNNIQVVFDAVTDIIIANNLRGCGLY
Rac1 mut GTP = modulators of GTP binding to human Rac1 activated mutant; P63000; GST-Rac1 activated beads, fluorescent GTP binding, flow cytometry; actives lie on both sides; 100% means binding = to untreated wells; percent activity (GTP binding), % at 10 µM; 190,000 tested, 0.11% active;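 active = GTP binding at least 20 percentage points away from the 100% baseline, in either direction, so actives lie on both sides; inconclusive = Compound likely fluorescent itself, or too few beads counted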
Mcl1-Bid inh = Mcl-1/Bid interaction inhibition. inhibition, % at 21.7 µM. 220,000 tested, 0.97% active. TR-FRET Mcl-1/Bid-Dy647 peptide binding, 1536-well;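 active = compounds that cut the binding signal by more than half at the single screening dose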;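 note: His-tagged Mcl-1 with europium anti-His antibody binding Bid BH3 peptide; 0% = Mcl-1 plus peptide wells and 100% = peptide-only wells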
Target sequence (Q07820 whole entry, looked up): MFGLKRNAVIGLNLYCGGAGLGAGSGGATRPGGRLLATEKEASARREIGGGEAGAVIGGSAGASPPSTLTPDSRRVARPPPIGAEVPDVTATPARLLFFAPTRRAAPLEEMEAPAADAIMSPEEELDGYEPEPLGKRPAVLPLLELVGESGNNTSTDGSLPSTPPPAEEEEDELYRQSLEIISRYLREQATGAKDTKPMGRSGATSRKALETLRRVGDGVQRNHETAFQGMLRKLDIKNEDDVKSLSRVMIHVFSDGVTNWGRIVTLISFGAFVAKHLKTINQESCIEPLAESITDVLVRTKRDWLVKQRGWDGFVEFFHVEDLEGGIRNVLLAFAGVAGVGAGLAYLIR
Pf gametocyte = P. falciparum stage V gametocyte viability inhibition; P. falciparum stage V gametocytes, ATP luminescence, 24 h; inhibition, % at 10.9 µM; 150,000 tested, 0.065% active; AID 743093;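 active = inhibition above the mean plus 3 SD of compounds within the control limits, set per campaign, cut at about 38% in these data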;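 note: 0% = DMSO wells and 100% = medium only without gametocytes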
Rab7 wt modul = modulators of GTP binding to dog Rab7 wildtype GTPase | GST-Rab7 beads, fluorescent GTP binding, flow cytometry; actives lie on both sides; untreated = 100%, excess cold GTP = 0% | GTP binding activity (percent of control), % at 10 µM | 190,000 tested, 0.055% active;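 active = fluorescent GTP binding to Rab7 beads changed by at least 20 points from the 100% baseline, either direction, mostly lower; inconclusive = compound itself probably fluorescent, or too few beads counted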;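 note: median green fluorescence of bound Bodipy-FL-GTP per Rab7 bead population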
Mcl1 Noxa PPI = disrupts binding of human Mcl-1 to Noxa peptide. Q07820. TR-FRET Mcl-1/Noxa peptide binding, 2 h. inhibition, % at 21.7 µM. 220,000 tested, 1.5% active;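 active = compounds that cut the protein-peptide binding signal by more than 50% relative to plate controls in a single-dose test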;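 note: His-tagged Mcl-1 with rhodamine Noxa BH3 peptide and terbium anti-His antibody; 0% = Mcl-1 plus Noxa peptide wells and 100% = peptide-only wells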
Mcl-1 Bim block = human Bim-Mcl-1 interaction inhibition. 190,000 tested, 0.1% active. inhibition, % at 10 µM. Bead-based flow cytometry, Bim peptide-Mcl-1 binding; in the data active = inhibition above about 40%;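 note: 0% = no compound tracer wells and 100% = peptide blocker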
HRas wt GTP = human HRas wildtype GTP binding, change in either direction; P01112; GST-Ras wt beads, Bodipy-FL-GTP binding, flow cytometry; actives lie on both sides; GTP binding activity, % at 10 µM; 190,000 tested, 0.14% active;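 active = GTP binding activity at least 20% away from the 100% baseline, either lowered as inhibitor or raised as activator; inconclusive = flagged as likely green fluorescent, judged across all proteins in the well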;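 note: 0% = unlabeled GTP competition control and 100% = no-compound control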
Target sequence (P01112 whole entry, looked up): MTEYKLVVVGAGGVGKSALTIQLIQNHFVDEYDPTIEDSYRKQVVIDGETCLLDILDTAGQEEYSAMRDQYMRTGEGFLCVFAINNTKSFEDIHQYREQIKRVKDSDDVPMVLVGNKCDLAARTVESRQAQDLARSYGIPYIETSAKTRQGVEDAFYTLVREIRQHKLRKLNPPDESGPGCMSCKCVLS
Cdc42 wt GTP = human Cdc42 wildtype GTP binding change, either direction. P60953. 190,000 tested, 0.2% active. GST-Cdc42 beads, Bodipy-GTP binding, flow cytometry; actives lie on both sides. AID 761. percent activity (GTP binding), % at 10 µM;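 active = percent activity GTP binding at least 20 points away from the 100% baseline, either down as inhibitor or up as activator; inconclusive = compound flagged as likely green fluorescent from well-wide comparison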;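 note: median bead fluorescence of bound Bodipy-FL-GTP at 100 nM; 0% = excess unlabeled GTP control and 100% = no compound control; below 100% means less GTP binding so inhibitor and above means activator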
Target sequence (P60953 whole entry, looked up): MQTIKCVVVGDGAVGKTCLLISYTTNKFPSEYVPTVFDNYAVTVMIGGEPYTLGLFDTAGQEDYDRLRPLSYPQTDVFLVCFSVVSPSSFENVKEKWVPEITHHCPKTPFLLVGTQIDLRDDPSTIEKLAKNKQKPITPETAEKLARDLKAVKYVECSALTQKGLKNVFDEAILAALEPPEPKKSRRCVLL
Rac1 wt modul = modulators of human Rac1 wildtype GTP binding | P63000 | GST-Rac1 beads, fluorescent GTP binding, flow cytometry; actives lie on both sides; 0 = cold GTP competed, 100 = untreated | GTP binding activity (% of control), % at 10 µM | 190,000 tested, 0.27% active;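 active = GTP binding activity at least 20 points away from the 100% control level, either lower or higher; inconclusive = compound flagged as likely green fluorescent, judged across all proteins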
Rab2 wt GTP = changes GTP binding to wildtype dog Rab2A, up or down. GST-Rab2 wt beads, Bodipy-GTP binding, flow cytometry. GTP binding activity, % at 10 µM. 190,000 tested, 0.19% active;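 active = GTP binding activity at least 20 points away from 100%, either lowered or raised; inconclusive = signal likely due to the compound's own green fluorescence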;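 note: 0% = beads with excess unlabeled GTP and 100% = no-compound control corrected for plate trend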
Numbers without * were called inactive; ? = inconclusive; · = no result given.

SMILES	RGS8-Gao reg	Rac1 mut GTP	Mcl1-Bid inh	Pf gametocyte	Rab7 wt modul	Mcl1 Noxa PPI	Mcl-1 Bim block	HRas wt GTP	Cdc42 wt GTP	Rac1 wt modul	Rab2 wt GTP
C/C(=N\NC(=O)c1cccc(Cl)c1)c1cccc(NC(=O)C(C)C)c1	81	98	-33	·	96	-13	10	99	99	99	96
CC(C)n1c(CCCO)nc2ccccc21	102	99	-16	6	99	-13	1	101	105	104	102
O=c1cc(CSc2ccc(Cl)cc2)nc(N2CCOCC2)[nH]1	98	97	-69	8	97	-10	1	101	98	99	101
Cc1ccccc1C(=O)NC(=S)N(C)CCc1ccccn1	101	95	-21	11	103	11	3	96	93	97	99
COC(=O)N/N=C/c1cn(Cc2c(Cl)cccc2Cl)c2ccccc12	99	98	-12	-7	96	3	12	98	102	101	98
CCOc1ccc(OCCC(=O)Nc2ccc(F)cc2C)cc1	101	95	-12	11	94	-18	0	96	100	94	98
O=C(Nc1nc(-c2ccc(Cl)cc2Cl)cs1)c1ccc(OCC2CCCO2)cc1 (stereo unspecified)	103	100	-20	-10	104	-21	-1	100	99	102	98
Cc1ccc(CC(=O)Nc2cccc([N+](=O)[O-])c2)cc1	100	96	-6	·	100	-7	1	95	96	98	99
COC(=O)Cc1ccc(NC(=S)Nc2ccccn2)cc1	98	97	-19	5	103	15	-3	99	98	99	98
O=C(NCc1ccccn1)c1ccc(Cn2c(=S)[nH]c3ccccc3c2=O)cc1	94	98	46	-10	97	31	-2	95	98	101	94
CC1CCC(NC(=O)c2cnccn2)CC1 (stereo unspecified)	98	93	-5	·	93	22	-2	96	97	92	94
COc1ccc(/C=C(/NC(=O)c2ccccc2)C(=O)N/N=C/c2ccc3c(c2)OCO3)cc1OC	110	96	-21	·	95	9	-1	98	97	96	96
Cc1cc(C)c(NC(=O)CCn2nnc3ccccc32)c(C)c1	101	98	-18	14	99	-7	-6	99	99	102	97
CCCn1nc(NC(=O)c2ccncc2)c2cc3ccccc3nc21	96	95	-22	7	100	-5	4	99	99	99	98
O=C(O)/C(=C\c1ccc(Cl)c([N+](=O)[O-])c1)c1ccc(S(=O)(=O)N2CCCCC2)s1	100	88	-6	·	104	56*	-1	95	87	91	93
COc1ccc(NS(=O)(=O)c2ccc(NC(=S)NC(=O)c3ccc(Br)cc3)cc2)nn1	85	95	-26	4	93	2	-3	93	93	95	92
CCOC(=O)C1CN(c2cc3c(cc2F)c(=O)c(C(=O)O)cn3CC)OC1C(=O)OCC (stereo unspecified)	95	98	-21	·	95	-7	-4	99	102	104	98
Cc1cnc(NC(=O)CSc2ncc(-c3ccccc3)n2Cc2ccco2)s1	102	97	-4	-10	98	27	-3	98	100	101	99
CCOC(=O)C1CCCN(C2CC(=O)N(c3ccc(NC(C)=O)cc3)C2=O)C1 (stereo unspecified)	102	94	-32	18	96	16	0	98	99	99	99
Cc1cccc(Nc2nc(N)nc(CC(=O)CSc3ccc(Cl)cc3)n2)c1	103	100	-42	·	97	2	-5	97	100	103	99
CCn1nnc(NC(=O)C(C)Oc2ccc(Cl)cc2Cl)n1 (stereo unspecified)	90	96	-10	-18	99	8	3	96	98	97	98
Cc1ccc(/C=C/C(=O)N2CCN(c3ccc(F)cc3)CC2)o1	98	99	-46	2	96	11	-6	97	94	96	98
COc1ccc(N2CCN(S(=O)(=O)c3ccc(Cl)c(C(F)(F)F)c3)CC2)cc1	111	98	0	-1	102	2	-6	100	97	100	102
CC(C)c1ccc(-c2noc(C3CCCN(S(C)(=O)=O)C3)n2)cc1 (stereo unspecified)	103	101	-10	3	99	-4	-4	106	106	104	105
Cc1c(NC(=O)c2ccc3c(c2)OCO3)c(=O)n(-c2ccccc2)n1C	91	98	1	·	100	10	-1	101	97	106	101

(continued)
SMILES	RGS8-Gao reg	Rac1 mut GTP	Mcl1-Bid inh	Pf gametocyte	Rab7 wt modul	Mcl1 Noxa PPI	Mcl-1 Bim block	HRas wt GTP	Cdc42 wt GTP	Rac1 wt modul	Rab2 wt GTP
CC(OC(=O)CNC(=O)c1ccccc1F)C(=O)Nc1nc(-c2ccccc2)cs1 (stereo unspecified)	104	97	-2	8	96	4	-5	99	98	102	97
COc1cc([N+](=O)[O-])cc2cc(C(=O)N3CCCC3)c(=O)oc12	102	96	11	8	98	11	0	99	98	103	99
COc1cc(/C=C2/C(=O)NN(c3cccc(C)c3)C2=O)cc([N+](=O)[O-])c1O	99	86	-45	0	90	49	2	91	90	90	88
CCN(CC)Cc1cc(C(C)=O)ccc1OCC(C)C	100	99	11	·	99	7	3	100	101	106	99
Clc1ccc(C2Nc3ccccc3-n3cccc32)cc1 (stereo unspecified)	118	97	-30	·	99	16	0	98	97	97	99
COc1ccc(NC(=S)NCCCN2CCCC2)cc1	98	99	-45	4	106	14	-1	99	100	101	101
CCOC(=O)CN1C(=O)N[C@@H](c2ccccc2)C(C(=O)OC)=C1C	102	97	-7	·	104	-17	-1	100	101	104	100
Cc1cc(C(=O)Nc2ccc(OCc3ccccc3)cc2)c(C)o1	97	88	-20	7	102	18	-2	91	88	91	91
CCOC(=O)c1ccc(NC(=S)Nc2cc(C)cc(C)n2)cc1	105	101	-18	4	89	13	-1	96	100	103	96
CC(=O)Nc1c(C)ccc(CNC(=O)COc2cc(C)ccc2C)c1C	94	98	-17	·	100	12	-1	100	102	104	97
CCOc1ccc(OCC)c(NC(=O)C2CCN(S(=O)(=O)c3c(C)noc3C)CC2)c1	100	100	-8	·	98	4	-1	100	102	105	99
Cc1cc2cc3c(cc2nc1SCC(=O)O)OCCO3	101	103	6	·	101	2	-4	103	106	103	102
CCc1c(C)c2c(C)nn(-c3ccccc3)c2[nH]c1=O	99	96	-51	·	95	-6	0	99	103	104	98
COc1ccc(C)cc1NS(=O)(=O)c1ccc(NC(=O)CN(c2cc([N+](=O)[O-])ccc2C)S(C)(=O)=O)cc1	98	?	-5	·	?	19	0	?	?	?	?
Cc1[nH]n(C(C)(C)C)c(=O)c1Sc1ccc(Cl)cc1	97	99	-45	-30	106	7	2	101	103	100	103
Cc1[nH]c2ccccc2c1C(=O)CN1C(=O)NC(C)(c2ccc(Cl)cc2Cl)C1=O (stereo unspecified)	102	98	-8	·	100	3	-2	99	103	101	98
c1ccc2c(NC3=NCCCCS3)cccc2c1	98	97	-10	·	103	5	-5	102	100	103	101
Cc1cccc(NC(=O)c2cc(NC(=O)CCCC(=O)O)ccc2Cl)n1	99	101	-30	·	97	-2	6	100	102	104	98
CCCn1c(=N)c(C#N)cc2c(=O)n3ccccc3nc21	102	98	-7	-10	98	5	-1	100	98	105	102
COc1cc(/C=N/NC(=S)Nc2cccnc2)cc(OC)c1OC	101	91	-60	1	99	25	4	92	90	80	90
O=C(NC1CCS(=O)(=O)C1)c1cc(-c2ccccc2)nc2ccccc12 (stereo unspecified)	102	95	-28	0	97	4	0	98	95	99	96
CCOC(=O)NC1(Nc2ccc(Cl)cn2)Oc2ccccc2O1	111	103	-18	·	107	3	1	104	108	105	105
Cc1ccc(N(CC(=O)N2CCCCC2)S(=O)(=O)c2ccc(C)cc2)cc1	106	96	-5	3	97	15	4	95	97	96	98
CC(C)(C)c1ccc(OCCON2C(=O)CCC2=O)c(Cl)c1	103	100	5	-6	106	5	0	103	103	102	105
CC(=O)Nc1cccc(NC(=O)c2cc(-c3cccnc3)nc3ccc(Cl)cc23)c1	102	97	5	-9	103	18	1	100	100	102	100

Going on with the list.
SMILES	RGS8-Gao reg	Rac1 mut GTP	Mcl1-Bid inh	Pf gametocyte	Rab7 wt modul	Mcl1 Noxa PPI	Mcl-1 Bim block	HRas wt GTP	Cdc42 wt GTP	Rac1 wt modul	Rab2 wt GTP
COc1ccc(NC(=O)c2ccc(-c3ccccc3)cc2)cc1NS(=O)(=O)c1ccc(F)cc1	98	99	-28	9	103	11	-1	99	104	105	98
O=C(Oc1cccc2c(OC(=O)N3CCOCC3)cccc12)N1CCOCC1	100	101	3	12	104	9	-1	104	103	101	104
COc1ccc(/C=C/C(=O)OCCCN(C)C)cc1	102	93	-9	·	91	8	2	92	94	92	92
Cc1ccc(/C=N/NC(=O)C2(C)CC2(Br)Br)cc1 (stereo unspecified)	102	94	0	·	106	6	0	100	97	101	101
Cc1ccc(NNc2c(C)nc3ccccc3nc2=O)cc1	103	99	-13	15	96	9	0	96	98	98	98
COc1cc(OC)c(NS(=O)(=O)c2cc(C(=O)OCC(=O)NCC3CCCO3)ccc2OC)cc1Cl (stereo unspecified)	97	96	-13	-30	98	10	-1	97	99	99	96
CC(C)CCn1cnc2c(c1=O)c1nc3ccccc3nc1n2Cc1ccc2c(c1)OCO2	98	96	8	-28	97	4	-3	97	97	99	96
Brc1ccc(-c2ncc(-c3ccccc3)cn2)cc1	96	99	-23	·	95	2	0	99	101	102	100
COc1ccc(CCNC(=O)C2CCN(S(=O)(=O)N3CCCCC3)CC2)cc1OC	103	100	-41	·	101	7	-2	102	105	105	103
CCCn1nc(Oc2nc(SC)nc(N(C)C)n2)ccc1=O	101	99	-4	21	96	1	-4	98	102	103	99
O=c1c2ccccc2nc(N2CCN(c3ccccc3)CC2)n1Cc1ccccc1	102	98	-14	·	102	15	0	102	100	102	100
O=C(N/N=C/C=C/c1ccccc1)c1cccs1	105	95	3	15	99	12	-2	96	97	99	98
CCOc1ccc(/C=C/C(=O)CCC(=O)O)cc1	102	94	-30	-11	100	7	0	96	95	96	99
CCC(CC)C(=O)Oc1c(Sc2ccccc2[N+](=O)[O-])c(C)nn1C(C)(C)C	102	94	91*	·	97	-7	-3	97	99	102	98
COc1ccccc1N1CCN(C(=O)CN2C(=O)c3cccc4cccc(c34)C2=O)CC1	103	97	-13	18	96	-11	0	96	99	99	97
O=C(O)c1ccc(NS(=O)(=O)c2cccc3cccnc23)cc1	102	99	-10	·	100	20	0	101	99	100	100
Cc1ccc(S(=O)(=O)/N=c2\ccc(Cl)cn2C(F)F)cc1	99	97	1	-8	94	12	-3	99	100	102	98
Cc1c(S(=O)(=O)N2CCN(C(=O)c3ccco3)CC2)c(=O)n(C)c(=O)n1C	101	96	-12	·	97	-10	2	97	102	100	99
Cc1sc2ncnc(NCC3COc4ccccc4O3)c2c1C (stereo unspecified)	99	101	-2	-4	97	10	-5	98	101	104	98
O=c1c(/C=N/O)c(Nc2ccccc2)nc2ccccn12	98	92	-6	·	98	1	0	97	95	97	100
Cc1ccc(S(=O)(=O)N(CC(=O)NCCC2=CCCCC2)Cc2ccccc2F)cc1	104	98	-26	-18	98	5	0	99	97	99	98
COC(CNC(=O)c1cccnc1)OC	96	?	-5	3	?	-6	1	?	?	?	?
CCOC(=O)Cc1csc(NC(=O)c2ccc(OC)c(OC)c2)n1	99	100	-4	·	103	-5	-2	105	106	102	104
